From PubChem BioAssay
ZTA DNA inh – ZTA (EBV) inhibition in EBNA-1 counter-screen; P03206; ZTA-DNA binding, fluorescence polarization; inhibition, % at 11 µM; 320,000 compounds, 0.15% hits; AID 2234; in the data active means inhibition above about 33%
procasp3 activ – activates human procaspase-3 | P42574 | recombinant procaspase-3 D3A, Ac-DEVD-pNA absorbance 405 nm | activation, % at 8.5 µM | 330,000 compounds, 0.11% hits;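 active means activation above the mean of all tested compounds plus 3 SD, cut at about 21% in these data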;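 further: 0% = DMSO alone and 100% = DMSO wells spiked with extra 5 µM PC-3 D3A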
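Compound: 8.5 µM single point, 0.8% DMSO / Material: Autoprocessing-dead procaspase-3 D3A mutant enzyme / Timing: 1 h preincubation plus 2 h reaction at 25 °C / Medium: Zinc-free HEPES/NaCl buffer with 0.01% Triton X-100 at pH 7.4 / Technique: 405 nm absorbance of p-nitroaniline, reads at 0 and 120 min / Repeats: one well per compound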
RPL19A-GFP yeast – alters RPL19A-GFP fluorescence in TOR pathway yeast screen; S. cerevisiae RPL19A-GFP strain, flow cytometry, 3 h; active compounds read low; percent response vs DMSO, % at 10 µM; 330,000 compounds, 0.3% hits; AID 2025;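 active means percent response vs DMSO below 50%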;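 further: median channel GFP fluorescence of the barcoded RPL19A-GFP strain; ratio of sample median GFP to plate DMSO average so 100% = DMSO; lower means less RPL19A-GFP as with rapamycin TOR inhibition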
LAP4-GFP MLPCN – modulators of TOR pathway LAP4-GFP in S. cerevisiae; S. cerevisiae LAP4-GFP multiplex, flow cytometry GFP, 3 h; median GFP as percent of DMSO wells; GFP response vs DMSO, % at 10 µM; 320,000 compounds, 0.34% hits; AID 2023;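 active means GFP response vs DMSO above a set limit, about the screen mean plus 3 SD, cut at about 150% in these data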
proCasp7 act – counter-screen for procaspase-3 activators: activators of human procaspase-7. P55210. recombinant procaspase-7, Ac-DEVD-pNA absorbance 405 nm; D23A/D198A/D206A triple mutant, cannot self-cleave; scale: DMSO 0, 5 µM enzyme 100. activation, % at 8.5 µM. 330,000 compounds, 0.093% hits;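 active means percent activation above the screen-wide mean plus 3 SD, cut at about 25% in these data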
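System: Uncleavable procaspase-7 mutant enzyme; Amount: 2 µM procaspase-7 mutant as dispensed; Schedule: 1 h compound preincubation, 2 h substrate cleavage, 25 °C; Measured by: 405 nm absorbance of p-nitroaniline; Evaluation: percent activation from buffer-corrected 0–120 min absorbance change; Control set: low DMSO alone, high DMSO plus 5 µM PC-7.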
MEP2 TOR yeast – alters MEP2-GFP fluorescence in TOR pathway yeast screen; S. cerevisiae MEP2-GFP strain, flow cytometry GFP, 3 h; 100% = DMSO control level; GFP response vs DMSO, % at 10 µM; 330,000 compounds, 0.51% hits; AID 2016;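 active means GFP response versus DMSO above a set limit, roughly screen mean plus 3 SD, cut at about 180% in these data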;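 further: median GFP fluorescence of the barcode-gated MEP2-GFP cells per well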
EBNA-1 inh – blocks EBNA-1 binding to DNA; EBNA-1 DNA binding, fluorescence polarization; inhibition, % at 14.8 µM; 300,000 compounds, 0.34% hits; in the data active means inhibition above about 28%
AHR activator – activates the human aryl hydrocarbon receptor; P35869; AHR-responsive luciferase reporter cells, luminescence; activation, % at 5 µM; 320,000 compounds, 2.5% hits; in the data active means activation above about 47%;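 further: 0% = vehicle wells and 100% = reference agonist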
Active calls of the source: *; . = not tested or not shown; [ ] = another dose, or the depositor's remark. No enrichment for hits. Share with any hit: about 3.8%.

SMILES	ZTA DNA inh	procasp3 activ	RPL19A-GFP yeast	LAP4-GFP MLPCN	proCasp7 act	MEP2 TOR yeast	EBNA-1 inh	AHR activator
COc1ccc(-c2nnc(-c3ccc(C)cc3)o2)cc1	5	8	100	124	5	106	-4	2
COC(=O)CCC(=O)N1CCCC(C(=O)c2ccc(Cl)cc2C)C1 (stereo not given)	-19	3	105	102	-3	107	-7	0
CCN1CCN(c2ccc(N3CCN(S(=O)(=O)c4ccc(C)c([N+](=O)[O-])c4)CC3)nn2)CC1	4	4	99	107	2	102	2	0
CCOc1ccccc1N1CCN(C(=O)Nc2ccc(Cl)c(Cl)c2)CC1	11	-3	96	121	-2	103	7	1
COc1ccc(CN(C(=O)CNC(=O)c2ccco2)C(C(=O)NCC2CCCO2)c2ccc(OC)c(OC)c2)cc1 (stereo not given)	-15	0	68	126	4	167	-1	-1
Cc1cc(Cl)ccc1OCC(=O)NNC(=O)C1CSC2(C)CCC(=O)N12 (stereo not given)	11	4	96	105	-3	102	13	0
O=C1N=C(N2CCN(c3ccccc3)CC2)S/C1=C\c1ccco1	-19	-14	102	111	-3	95	7	0
C[C@H]1CN([C@@H](C)CO)C(=O)Cc2cc(NC(=O)CCN3CCOCC3)ccc2O[C@@H]1CN(C)Cc1ccc(Oc2ccccc2)cc1	.	2	88	87	5	90	.	2
COCCOC(=O)C1=C(C)N=C2SCCC(=O)N2C1c1ccc(C(=O)OC)cc1 (stereo not given)	1	2	101	99	-3	102	-5	0
CCc1cccc2c(=O)c(C(=O)NCCN3CCOCC3)c[nH]c12	-6	2	99	101	-1	100	8	15
O=C(COC(=O)c1ccc(Br)o1)NCc1cccs1	1	-7	95	97	3	99	-6	1
NC(=O)C1CCN(C(=O)OCc2ccccc2)CC1	-3	10	99	99	1	101	-3	5
CCOc1ccccc1NC(=O)NS(=O)(=O)c1ccc(C)cc1	-9	-8	99	103	-5	103	-1	-4
CC1=C/C(=C(\c2ccc(O)c(C)c2)c2ccccc2S(=O)(=O)O)C=CC1=O	-12	-4	96	86	5	97	-3	-3
Cc1ccc(S(=O)(=O)NC(CC(=O)NCC2CCCO2)c2ccccc2)cc1 (stereo not given)	0	7	83	90	13	83	-7	1
Cc1onc(-c2ccccc2Cl)c1C(=O)NCc1ccc2c(c1)cc(C)n2C	16	-2	92	90	-2	95	11	4
Nc1ccc(S(=O)(=O)c2ccc(N)cc2)cc1	-13	2	99	106	-3	99	-3	-2
O=C(NCc1nnnn1-c1ccc(F)c(F)c1)C(=O)c1c[nH]c2ccccc12	5	-6	93	105	3	94	-4	9
COc1cccc(C(=O)Nc2cccc(NC(C)=O)c2)c1	-13	9	95	104	17	101	6	9
CC(OC(=O)Cn1cnc2c1c(=O)n(C)c(=O)n2C)C(=O)NC1CCCCC1C (stereo not given)	-6	11	95	102	0	98	-5	-1
CCC(NC(=O)c1ccccc1NC(=O)c1ccc(C)cc1)C(=O)O (stereo not given)	-3	4	.	93	6	99	-6	0
COc1ccc(NC(=O)CSc2nc3nc(-c4cccs4)cc(C(F)(F)F)c3c(=O)[nH]2)c(OC)c1	10	6	94	91	5	100	-1	14
Cc1nn(C)c(C(=O)N2CCOCC2)c1Cl	7	8	103	92	7	96	-9	3
Cc1ccc(S(=O)(=O)c2cc3c(=O)n4ccccc4nc3n(C)c2=N)cc1C	-3	-28	95	96	-21	101	4	3
COc1ccc(C)cc1NC(=O)CN1CCN(c2ccccn2)CC1	-1	5	106	93	0	109	0	2
O=C(O)/C=C/C(=O)NNc1ccc([N+](=O)[O-])cc1	7	-8	101	102	-35	101	-2	6
Cc1ccc(C)c(OCCN2CCOCC2)c1	-7	2	103	98	3	105	4	0
CCNC(=O)NC(=O)C(C)OC(=O)c1ccc(SC)cc1OC (stereo not given)	-1	-1	100	119	4	99	-4	3
COc1cc(C2Nc3ccc4ncccc4c3C3=C2C(=O)CCC3)cc(OC)c1OC (stereo not given)	6	-3	101	94	-1	98	-12	7
COc1ccc(OCCCCN2CCC(C)CC2)cc1	0	2	105	93	5	104	-7	0
CN(CC(=O)NC(=O)NCc1ccco1)Cc1nc2ccccc2c(=O)[nH]1	-8	13	100	96	3	104	-2	2
COc1cc(OC)c2ccc(=O)oc2c1	.	-6	111	114	6	102	.	4
COc1ccc(C)cc1NC(C)C(=O)NC(=O)NC1CCCCC1 (stereo not given)	-12	5	108	105	-8	116	.	8
COc1ccc(OC)c(NC(=O)CSc2ccc(-c3cccnc3)nn2)c1	-5	-1	104	94	6	102	3	22
COCCNC(=O)c1cc2cc(Cl)cc(Cl)c2oc1=O	5	-8	96	98	-6	97	6	1
Cc1cc(O)c(-c2cc(O)c(C)cc2O)cc1O	-14	-16	99	83	-31	101	-10	52*
Cc1ccc(CNC(=O)c2coc(=O)c3ccccc23)o1	-2	-11	96	105	-3	93	3	26
CC(C)Oc1ccc(CCN=C(N)N=C(N)N)cc1Cl	-14	3	103	87	6	96	1	1
c1ccc(-c2ccn3nnnc3n2)cc1	-3	5	56[may fluoresce violet]	97[may fluoresce violet]	9	161[may fluoresce violet]	2	11
Cc1ccc(NS(=O)(=O)c2ccc(OCC(=O)N3CCOCC3)cc2)cc1	10	-2	101	105	-5	102	-6	0
CC(C)CC1(C)NC(=O)N(CC(=O)Nc2ccc3c(c2)CCC3)C1=O (stereo not given)	11	2	98	105	5	107	-1	10
Cc1ccc(S(=O)(=O)NCCSCc2ccccc2)cc1	-19	-2	101	106	-16	102	-7	-4
COC(=O)c1ccccc1NC(=S)N(Cc1ccc2c(c1)OCO2)Cc1cc2cc(OC)ccc2[nH]c1=O	2	0	97	98	4	91	5	21
CCN(CC)CCNC(C(=O)Nc1cc(C(F)(F)F)ccc1Cl)c1ccccc1 (stereo not given)	6	6	97	98	-5	106	-6	2
COc1ccc(CNS(=O)(=O)c2cc(-c3cc(C)no3)ccc2OC)cc1OC	6	2	97	98	11	91	2	-2
CCOC(=O)C1CCN(C(=O)COc2ccc(Cl)cc2Cl)CC1	5	-1	94	105	8	112	-9	-2
CC(=O)C1C(c2ccco2)c2c(noc2C)CC1(C)O (stereo not given)	17	8	103	96	5	100	8	1
COc1ccc(CNC(=O)C2CC(c3ccc(C(F)(F)F)cc3)=NO2)cc1 (stereo not given)	-12	-1	94	94	0	96	-8	1
CCOC(=O)CCCn1c(C)nc(=O)c(-c2ccccc2)c1C	-4	6	98	95	-10	106	6	2
CCOC(=O)C1CCN(C(=O)CNC(=O)c2nn(-c3ccc(OC)c(OC)c3)c(=O)c3ccccc23)CC1	14	-1	99	114	9	110	-6	-2
Cc1ccc(C(N)=Nc2ccccc2)cc1	3	-1	101	96	-1	102	7	1
CC(=O)Nc1ccccc1C(=O)N1CC2(C)CC1CC(C)(C)C2 (stereo not given)	-1	13	99	95	6	101	13	-1
CC(Oc1ccc(F)cc1)C(=O)Nc1cccc(-c2nn[nH]n2)c1 (stereo not given)	4	4	105	105	-10	105	-3	1
CC(C)(C)C(=O)c1cnc(Nc2ccccc2)s1	-18	12	93	106	-6	98	-13	0
Cc1ccc(-n2nnnc2SCC(=O)N(CC(C)C)c2c(N)n(CC(C)C)c(=O)[nH]c2=O)cc1	-8	2	101	98	7	100	-1	2
O=C(O)C1CCCCC1C(=O)NCc1ccncc1 (stereo not given)	2	6	101	107	-7	105	7	2
CN1C(=O)N(c2nnc(C(C)(C)C)s2)C(=O)C1c1ccccc1 (stereo not given)	9	9	101	113	-2	102	2	-3
COCCn1c(=O)[nH]c2cc(C(=O)Nc3ccc(OC)c(Cl)c3)ccc2c1=O	-6	8	105	110	-3	100	5	-1
Cc1ccc(C)c(C(=O)CSc2n[nH]c(-c3ccncc3)n2)c1	1	10	101	102	-3	110	4	14
Cc1nc2ccc(N=NC3=C(O)CC(C)(C)CC3=O)cc2s1	-7	-8	104	89	8	110	0	18

Fetched by structure from the entries so far, 4 records:
SMILES	ZTA DNA inh	procasp3 activ	RPL19A-GFP yeast	LAP4-GFP MLPCN	proCasp7 act	MEP2 TOR yeast	EBNA-1 inh	AHR activator
Cc1ccc(-n2nnnc2SCC(=O)N(CC(C)C)c2c(N)n(CC(C)C)c(=O)[nH]c2=O)cc1	-8	2	101	98	7	100	-1	2
CCN(CC)CCNC(C(=O)Nc1cc(C(F)(F)F)ccc1Cl)c1ccccc1 (stereo not given)	6	6	97	98	-5	106	-6	2
COc1ccc(CNC(=O)C2CC(c3ccc(C(F)(F)F)cc3)=NO2)cc1 (stereo not given)	-12	-1	94	94	0	96	-8	1
Cc1ccc(S(=O)(=O)NCCSCc2ccccc2)cc1	-19	-2	101	106	-16	102	-7	-4

New compounds follow.
SMILES	ZTA DNA inh	procasp3 activ	RPL19A-GFP yeast	LAP4-GFP MLPCN	proCasp7 act	MEP2 TOR yeast	EBNA-1 inh	AHR activator
Cc1cc(C)n2nc(SC(C)C(=O)N3CC(C)OC(C)C3)nc2n1 (stereo not given)	.	-11	100	94	9	105	.	0
O=S(=O)(c1ccc(OCc2nc3ccccc3s2)c(Cl)c1)N1CCOCC1	-21	-1	92	92	-2	98	-8	8
Cc1ccccc1C(=O)NCC(=O)OC(C)C(=O)NCc1ccco1 (stereo not given)	-5	1	97	104	-1	96	2	0
CCCCNC(=O)N1c2ccccc2CC1C (stereo not given)	-11	1	107	114	0	110	1	2
c1ccc(-c2cc3c(N4CCN(c5ccccc5)CC4)ncnc3s2)cc1	-7	9	95	113	10	102	-5	15
CC1CN(C(=O)Nc2cccc(C(F)(F)F)c2)CC(C)O1 (stereo not given)	-8	-2	98	106	6	96	-10	6
CCN1C=C(C(=O)OC)C(c2cccc(C)c2)C(C(=O)OC)=C1	-17	-1	95	98	-1	108	-7	-2
C#CCOCCOCCOCCNc1nc(N2CCN(C(=O)[C@H]([C@@H](C)CC)n3cc([C@@H](N)CC(C)C)nn3)CC2)nc(N2CCN(C(=O)[C@H]([C@@H](C)CC)n3cc([C@@H](N)CC(C)C)nn3)CC2)n1	0	-13	102	107	7	92	-1	3
O=C(N/N=C/C(Br)=C/c1ccccc1)c1ccccc1F	12	-2	98	121	-1	97	-7	17
CCOC(=O)C1CCN(S(=O)(=O)c2ccc3[nH]c(=O)ccc3c2)CC1	9	-2	106	108	-1	99	-17	1
Cc1ccc(Nc2nnc(SCC3CCCCO3)s2)cc1 (stereo not given)	2	-4	109	103	3	111	-14	47
Cc1ccc2nc(N3C(=O)CNC3=S)sc2c1	0	-7	97	97	-5	78	1	6
Cc1ccc(S(=O)(=O)N(CC(=O)N/N=C/c2cccc3c2OCCO3)c2ccccc2F)cc1	2	1	102	93	8	105	-26	15
COc1ccc(/C(O)=C2\C(=O)C(=O)N(CCN(C)C)C2c2cc(OC)c(OC)c(OC)c2)c(C)c1 (stereo not given)	-7	0	100	105	8	102	-7	1
CCOc1ccc(OCc2ccc(C(=O)NN=Cc3ccc[nH]3)cc2)cc1	.	17	97	91	-9	97	.	-9
Cc1cc(-c2ccccc2)nc2oc3c(c12)NC(=O)CN(c1ccccc1)C3=O	8	0	101	107	-12	98	13	-5
COc1ccccc1Nc1nn2c(=O)c3ccc(C(=O)N4CCC(C)CC4)cc3nc2s1	10	10	98	90	5	99	2	3
Cc1ccc(NC(=O)CSC2=C(C#N)C(c3ccc4c(c3)OCO4)C3=C(CCCC3=O)N2)c(C)c1 (stereo not given)	-1	-3	103	95	1	104	2	-2
Nc1ccn(CC(=O)NCCCc2ccccc2)c(=O)n1	8	2	94	93	3	90	.	-4
Cn1/c(=N\NC(=O)c2ccccc2Cl)sc2ccccc21	6	0	96	98	-5	101	6	136*
